# GLP-1R agonist = GLP-1 receptor (human) agonism; HEK293 GLP-1R CRE-luciferase, luminescence, 4-6 h; cells express a hypersensitive GLP-1R form; actives 0.007% (n = 380,000); P43220; AID 624172; Potency, µM (doses to about 45.6 µM), for the others: top-dose activation, actives largely listed as activators; further: % of control where 0% means no effect
# Target sequence (P43220 whole entry, looked up): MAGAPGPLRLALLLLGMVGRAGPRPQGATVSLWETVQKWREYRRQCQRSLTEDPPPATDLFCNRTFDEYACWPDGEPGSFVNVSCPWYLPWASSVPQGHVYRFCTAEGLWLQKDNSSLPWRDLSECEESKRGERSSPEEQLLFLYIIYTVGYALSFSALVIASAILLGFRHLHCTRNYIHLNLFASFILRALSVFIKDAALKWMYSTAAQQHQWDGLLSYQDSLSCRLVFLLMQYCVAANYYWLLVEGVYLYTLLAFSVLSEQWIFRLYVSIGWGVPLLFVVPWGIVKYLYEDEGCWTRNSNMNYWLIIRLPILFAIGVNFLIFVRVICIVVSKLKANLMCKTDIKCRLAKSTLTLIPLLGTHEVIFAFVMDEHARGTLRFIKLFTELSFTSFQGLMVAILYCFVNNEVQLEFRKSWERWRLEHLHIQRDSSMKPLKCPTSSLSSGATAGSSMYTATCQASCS
# SW480 rereplic = DNA re-replication induction in SW480 cells. SW480 DNA re-replication, Hoechst DNA content imaging, 48 h. Potency, µM (titrated, usually from 46.1 µM), for inactives: at the highest dose re-replication activation, usual class: activators. actives 1.8% (n = 340,000); further: % of control where 0% means no effect; nearly all actives have a fitted effect of over 55% in size
#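 DNA re-replication was detected as more nuclei of elevated Hoechst intensity after 48 hr exposure to compound (23 nL pinned per well of 250 cells).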
# KB-3-1 tox = KB-3-1 parental cell cytotoxicity; KB-3-1 viability, CellTiter-Glo ATP luminescence, 72 h; Potency, µM (doses to about 46.1 µM), for inactives: top-dose activity change, negative = cytotoxic, most hits filed as cytotoxic; actives 1.4% (n = 400,000); further: on the % scale 0 is the no-effect control and ±100 the full control effect; nearly all actives have a fitted effect of over 60% in size
#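 Viability of parental KB-3-1 cells, measured by CellTiter-Glo luminescence, followed a 72 h incubation at 37 °C with pinned compounds in phenol-red-free DMEM containing 10% FBS.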
# HT1080 IDH1KD tx = HT-1080 IDH1 knockdown cell toxicity (counter line) | HT-1080 IDH1 knockdown viability, ATP luminescence, 48 h | Potency, µM (highest dose often 46.1 µM), for inactives: at the highest dose activity, negative = toxicity, usual class: cytotoxic | actives 2% (n = 360,000);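 further: 0% = DMSO wells and -100% = cell-free medium wells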
#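 HT-1080-IDH1KD cells (IDH1 knocked down), 750/well in RPMI with 5% FBS, treated with compound 48 h at 37 degrees C. Viability by CellTiter-Glo luminescence, normalised to DMSO and no-cell wells; concentration-response curves classed.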
# GLP1R inv ag = GLP-1 receptor (human) inverse agonism; Potency, µM (top dose mostly 38.3 µM), for the others: at the top dose activity change, negative = inhibition, hits mostly inhibitors; actives 1.6% (n = 410,000); HEK293 GLP-1R CRE-luciferase, luminescence, 24 h; GLP-1R form is constitutively active; P43220; further: on the % scale 0 is the no-effect control and ±100 the full control effect; nearly all actives have a fitted effect of over 55% in size
#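 Cells are plated, allowed 12 hours at 37 deg C, then treated with compounds for 24 hr before luciferase detection reagent is added and luminescence is read after 12 min at room temperature. The HEK293 line carries constitutively active GLP-1R with a cAMP-responsive reporter.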
# KB-V1 cytotox = KB-V1 MDR subline cytotoxicity; KB-V1 MDR cells viability, CellTiter-Glo, 72 h; Potency, µM (highest dose often 46.1 µM), for the others: at the top dose activity change, negative = cytotoxicity, usual class: cytotoxic; actives 3.4% (n = 400,000); AID 1347076; further: on the % scale 0 is the no-effect control and ±100 the full control effect; nearly all actives have a fitted effect of over 60% in size
#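 Drug-selected KB-V1 cells, grown in DMEM lacking phenol red with 10% FBS, receive compound titrations; after three days at 37 degrees C, surviving cell ATP is quantified by CellTiter-Glo luminescence and responses normalized and curve-fitted.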
# GLP1R cytotox = cytotoxic in the GLP-1 receptor inverse agonist counter-screen; HEK293 cAMP-luciferase reporter cells, luminescence, 24 h; actives 0.13% (n = 410,000); Potency, µM (highest dose often 38.3 µM), for the others: at the top dose activity change, negative = inhibition, usual class: inhibitors; AID 624418;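 further: loss of luciferase light is scored as toxicity; on the % scale 0 is the no-effect control and ±100 the full control effect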
#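 To flag toxic compounds, the library was rerun on cells for 24 hr at 37 deg C and 5% CO2. Viability-linked luminescence was captured 12 min after adding luciferase detection reagent.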
# TDP43 rescue = inhibitors of TDP-43 toxicity in yeast. Potency, µM (top dose mostly 46.1 µM), for the others: at the highest dose growth rescue (activation), actives largely listed as activators. TDP-43 expressing yeast growth rescue, BacTiter-Glo, 24 h. actives 1.8% (n = 410,000); further: % of control where 0% means no effect; nearly all actives have a fitted effect of over 50% in size
#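 Growth rescue of TDP-43-toxic yeast measured as ATP luminescence (BacTiter-Glo). Cells grown to mid-log in raffinose, induced in galactose at OD600=0.02, exposed to compound 24 hr at 30 deg C.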
# HT1080-NT tox = kills 2HG-producing HT-1080-NT fibrosarcoma cells. HT-1080-NT fibrosarcoma viability, CellTiter-Glo ATP luminescence, 48 h. Potency, µM (highest dose often 46.1 µM), inactives show top-dose activity, negative = less viability, usual class: cytotoxic. actives 1.6% (n = 360,000). AID 686970;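 further: NT is the 2HG producing partner of a matched IDH1 knockdown line; 0% = DMSO-treated cells and -100% = media-only wells without cells; nearly all actives have a fitted effect of over 55% in size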
#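 750 cells/well, RPMI + 5% FBS; 2 h settle, compound pin-transfer, 48 h at 37 degrees C. CellTiter-Glo 10 min RT, luminescence. Normalized to DMSO and media-only wells.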
# Active calls of the source: *; u = inconclusive; x = not tested or not shown; [ ] = remark or other dose. The call rests on the fitted dose curve; in most records, active means well fitted curve in the direction sought with a large enough effect; inconclusive means small, poorly fitted or top-dose-only effect, or another doubt; inactive means no such curve, though single readings can be large; an effect the other way counts as inactive or inconclusive. Potency means the concentration at half of the fitted maximal effect.
# Every second line gives: HT1080 IDH1KD tx	TDP43 rescue	HT1080-NT tox	KB-V1 cytotox	GLP1R inv ag	GLP1R cytotox	KB-3-1 tox	SW480 rereplic	GLP-1R agonist
> CCC(=O)c1ccc(N2CCCCC2)c(F)c1
 : 1%	26%	9%	24%	15%	4%	24%	-5%	4%
> O=C(Cn1cnnn1)Nc1ccccc1Cc1ccccc1
 : 13%	19%	5%	-4%	-4%	-6%	19%	0%	4%
> CCCn1c(SCC(=O)N2CC(=O)Nc3ccccc32)n[nH]c1=O
 : 4%	-2%	10%	3%	4%	0%	-3%	-5%	2%
> COc1cc(CC(=O)OCC(=O)N2CCN(C(=O)c3ccco3)CC2)cc(OC)c1OC
 : 2%	3%	1%	0%	-1%	-3%	-3%	-27%	4%
> COc1ccc(NC(=O)c2c(C)oc3ccc(O)c(CN4CCCC(C)C4)c23)cc1 (stereo not given)
 : x	4%	x	0%	-26%	5%	-21%	x	x
> CCN(CC)CC(=O)Nc1ccc2c(c1)Nc1ccccc1CC2
 : u	1%	11µM*	u	u	u	u	1%[9.22 µM]	8%
> CCCn1nnnc1SCC(=O)NCc1ccc(OC)cc1
 : 7%	2%	8%	1%	-2%	10%	-3%	-4%	-8%
> CCCC(=O)Oc1ccc(C2NC(=O)c3ccccc3O2)cc1 (stereo not given)
 : 9%	u	6%	4%	0%	4%	-2%	u	-11%
> CN(CC(=O)Nc1cccc(F)c1)C(=O)Cn1cnc2c1c(=O)n(C)c(=O)n2C
 : 2%	-20%	-4%	-1%	10%	1%	-1%	-36%[inhibitor]	3%
> Cc1ccc2c(c1)N(CC(=O)NCc1cccs1)C(=O)C(C)O2 (stereo not given)
 : -4%	-2%	-5%	-7%	-8%	6%	1%	0%	0%

# Following part
# Every second line gives: HT1080 IDH1KD tx	TDP43 rescue	HT1080-NT tox	KB-V1 cytotox	GLP1R inv ag	GLP1R cytotox	KB-3-1 tox	SW480 rereplic	GLP-1R agonist
> COCCSc1nc(N)c2c3c(sc2n1)CN(C)CC3
 : -6%	-8%	0%	-4%	79%[activator]	15%	-27%	u	12%
> COc1ccc(NC(=O)[C@H](C)NC(N)=O)cc1S(=O)(=O)Nc1cc(C)ccc1Br
 : -2%	5%	6%	-13%	-12%[7.66 µM]	0%[7.66 µM]	5%	-2%	0%
> O=C(NC(=S)Nc1ccc(NC(=O)c2cccs2)cc1)c1ccc([N+](=O)[O-])cc1
 : 1%	8%	0%	-15%	u	u	u	9%	1%
> O=C(COC(=O)c1ccc(-n2cnnn2)cc1)c1ccc(Br)cc1
 : 20%	20%	15%	0%	12%	1%	11%	-3%	-8%
> COc1ccc(NC(=O)c2c(NCc3cccc(OC)c3)sc3c2CCC3)cc1
 : x	16%	x	0%	-17%	0%	13%	x	x
> O=C(CCSc1ccccc1)Nc1nc2c(s1)COc1ccccc1-2
 : 0%	27%	2%	2%	u	-9%	u	1%	0%
> Cc1c(C(=O)NCCCN2CCCC2=O)oc2c(Cl)cccc12
 : -14%	-4%	-12%	-16%	97%[activator]	2%	4%	-84%[inhibitor]	13%
> CCN(CC)C(=S)SCC(=O)Nc1ccc(F)cc1
 : -1%	14µM*	1%	0%	-39%	-5%	-4%	-7%	8%
> CCOC(=O)CNC(=O)C(Cc1ccccc1)NC(=O)OCc1ccccc1 (stereo not given)
 : -1%	-5%	-2%	-17%	14%	0%	7%	-16%	4%
> O=[N+]([O-])c1ccc(C=NN2CCNC2=S)o1
 : -8%	u	0%	u	20%	u	u	x	4%

# Other records:
# Every second line gives: HT1080 IDH1KD tx	TDP43 rescue	HT1080-NT tox	KB-V1 cytotox	GLP1R inv ag	GLP1R cytotox	KB-3-1 tox	SW480 rereplic	GLP-1R agonist
> COc1ccc(OCC(=O)N2CCC(n3nccc3NC(=O)C3CC3)CC2)cc1
 : 9%	13%	20%	u	-18%	-17%	22%	-3%	-2%
> O=C(OCc1cccc(C(F)(F)F)c1)c1cc(S(=O)(=O)N2CCOCC2)ccc1F
 : -16%	-25%	-7%	u	u	u	-29%	u	-1%
> COc1ccc(C(c2c(O)cc(C)oc2=O)c2c(O)cc(C)oc2=O)cc1
 : -3%	-22%	3%	-20%	0%	-16%	7%	-1%	-6%
> CC(CNC(=O)c1ccc2c(c1)nc1n2CCCCC1)c1ccccc1 (stereo not given)
 : x	-3%	x	-27%	u	-12%	-1%	x	x
> O=C(Nc1cccc2c1C(=O)NC2=O)c1cccc(N2C(=O)CCC2=O)c1
 : 1%	2%	-1%	-9%	46%[activator]	11%	0%	-4%	15%
> CCN(Cc1ccccc1)C(=O)c1cccc(S(=O)(=O)N2CCN(Cc3ccccc3)CC2)c1
 : -19%	-5%	-1%	u	u	9%	-6%	11%	1%
> CCN(CC)S(=O)(=O)c1ccc(N2CCOCC2)c(NC(=O)c2cccc3c(=O)c(C)c(-c4ccccc4)oc23)c1
 : 2%	3%	-19%	21µM*	-28%	-14%	-11%	0%	8%
> Cc1c(NC(=O)CSc2nc3ccc(Cl)cc3[nH]2)c(=O)n(-c2ccccc2)n1C
 : 1%	8%	-2%	16%	-4%	-3%	-8%	1%	-5%
> C=CC[n+]1ccn(-c2nc3ccccc3nc2[N-]S(=O)(=O)c2cccs2)c1
 : 12%	4%	-2%	0%	11%	15%	4%	u	8%
> CCc1cc(C(=O)Nc2c(C)nn(Cc3ccc(C)cc3)c2C)no1
 : x	24%	x	u	-15%	-18%	-6%	x	x

# Continuation:
# Every second line gives: HT1080 IDH1KD tx	TDP43 rescue	HT1080-NT tox	KB-V1 cytotox	GLP1R inv ag	GLP1R cytotox	KB-3-1 tox	SW480 rereplic	GLP-1R agonist
> COC(=O)c1cccc(C(=O)Nc2ccc(F)cc2)n1
 : -4%	-16%	-13%	-14%	-19%	-1%	-1%	-2%	0%
> O=C1CC(c2cccc(Cl)c2)Cc2nc(N3CCN(c4ccccc4)CC3)ncc21 (stereo not given)
 : 12%	-9%	12%	16%	-12%	16%	10%	-5%	-11%
> COc1cccc(CNc2ccc(C)c(Cl)c2)c1
 : -1%	10%	2%	13%	u	3%	6%	0%	14%
> O=c1[nH]nc(N/N=C/c2ccccc2OC(F)F)c(=O)[nH]1
 : 1%	-26%	1%	-6%	4%	-5%	-13%	0%	-4%
> Cc1ccc(S(=O)(=O)Nc2cccc(-n3cnnn3)c2)cc1
 : -2%	12%	9%	9%	-7%	3%	2%	1%	-5%
> Cc1ccc(-n2c(-c3ccncc3)nnc2-c2ccco2)cc1
 : 0%	1%	-9%	-5%	-7%	-13%	9%	-3%	-1%
> COc1ccc(CCNC(=O)c2cc3ccc(Cl)cc3nc2N)cc1
 : u	20%	-13%	-16%	-8%	2%	u	x	0%
> CC(C)c1cc(C(=O)O)on1
 : 1%	2%	-3%	8%	0%	3%	-3%	1%	10%
> Cc1ccc(Nc2nnc(-c3ccc(C)c(S(=O)(=O)N4CCN(C)CC4)c3)c3ccccc23)cc1
 : x	15%	x	-2%	-15%	2%	u	x	x
> O=C(Cn1c(=O)oc2ccccc21)N1CCCC1
 : 2%	-6%	8%	6%	16%	-10%	-1%	-5%	1%

# Additional entries follow:
# Every second line gives: HT1080 IDH1KD tx	TDP43 rescue	HT1080-NT tox	KB-V1 cytotox	GLP1R inv ag	GLP1R cytotox	KB-3-1 tox	SW480 rereplic	GLP-1R agonist
> Cc1ccc(NC(=O)Cn2ccnc2)cc1C
 : -2%	8%	-2%	-11%	2%	3%	-4%	-13%	-3%
> CC(=O)n1nc(-c2ccc(C)cc2)nc1NCc1ccco1
 : 22%	20%	21%	5%	29%	6%	24%	-7%	3%
> O=C(OCc1nc2scc(-c3ccccc3)c2c(=O)[nH]1)c1ccco1
 : 17%	35µM*	7%	-25%	4%	11%	-4%	-65%[inhibitor]	-3%
> CC1(Cc2ccc(F)cc2)C(=O)Nc2ccc(S(=O)(=O)NC3CCCCC3)cc21 (stereo not given)
 : 2%	6%	-25%	0%	-4%	-9%	0%	x	6%
> c1ccc2c(c1)ccc1nnnn12
 : 11%	-1%	7%	13%	12%	-7%	-2%	-18%	9%
> Cc1c(C(=O)NN)sc(-c2ccccc2)c1C#N
 : -26%	-12%	-28%	15%	-27%	2%	12%	-74%[inhibitor]	13%
> COc1cccc(C2=NN(C(=O)c3ccc(C)o3)C(O)(C(F)(F)F)C2)c1 (stereo not given)
 : -26%	3%	u	u	u	-3%	u	-3%	24%
> COc1cccc(-c2nc(C=O)cs2)c1
 : -4%	11%	2%	0%	-16%	2%	3%	6%	5%
> O=C(Nc1cccnc1Oc1ccc(Cl)cc1)c1cccc2ccccc12
 : -10%	16%	-8%	-11%	u	-2%	-9%	16%	24%
> O=C(COC(=O)c1ccccc1SCC(=O)N1CCCC1)Nc1ccc(OC(F)F)cc1
 : 5%	-23%	-4%	u	-10%	9%	10%	-21%	5%

# (cont.)
# Every second line gives: HT1080 IDH1KD tx	TDP43 rescue	HT1080-NT tox	KB-V1 cytotox	GLP1R inv ag	GLP1R cytotox	KB-3-1 tox	SW480 rereplic	GLP-1R agonist
> Cc1ccc(NC(=O)COc2ccc(CCO)cc2-n2nc3ccccc3n2)cc1C
 : u	27%	u	u	59%[activator]	-19%	u	10%	u
> Cc1cc(-c2ccc(C(C)C)c(S(=O)(=O)NCc3ccco3)c2)on1
 : -9%	8%	-8%	-12%	u	-5%	-11%	1%	21%
> COc1ccc(NC(=O)c2cc(-c3ccc(OC)c(OC)c3)nc3ccccc23)c(OC)c1
 : -28%	-3%	-6%	u	2%	-4%	u	3%	20%
> CCCCn1c(=O)c(-c2ccccc2)c(O)c2ccccc21
 : 18%	18µM*	28%	1%	-8%	7%	18%	2%	-5%
> CN(c1ccccc1)S(=O)(=O)c1cccc(C(=O)Nc2ccc3c(c2)CCC3)c1
 : -1%	22%	-1%	5.8µM*	u	-17%	u	u	0%
> Cc1cc(C(=O)N/N=C/C=C/c2cccc([N+](=O)[O-])c2)n[nH]1
 : 16%	-1%	u	-12%	-5%	6%	5%	1%	-2%
> COc1ccc(CC(=O)Nc2c3c(nn2C(C)(C)C)CS(=O)(=O)C3)cc1
 : 14%	20%	10%	20%	16%	6%	20%	2%	-6%
> COc1ccc(NC(=O)c2ccc(N3CCCC3=O)cc2)cc1Cl
 : u	24%	16%	u	26%	-10%	-4%	2%	-1%

# High-throughput results from PubChem.
